OXTR agonist – human OXTR agonists, primary screen, fluorescence, CHO-OTR cells, Fluo-8 calcium. Oxytocin receptor (Homo sapiens), P30559. Fluo-8 calcium fluorescence; normalized: DMSO 0%, oxytocin 100%. activation, % at 3 µM. hit rate 0.32% among 320,000. AID 2435, 2010;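 active = activation above the mean of all tested compounds plus 3 SD, cutoff set per screening run, cut at about 20% in these data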;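 also: peak over basal fluorescence ratio from a 100 s FLIPR kinetic read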
Target sequence (P30559 whole entry, looked up): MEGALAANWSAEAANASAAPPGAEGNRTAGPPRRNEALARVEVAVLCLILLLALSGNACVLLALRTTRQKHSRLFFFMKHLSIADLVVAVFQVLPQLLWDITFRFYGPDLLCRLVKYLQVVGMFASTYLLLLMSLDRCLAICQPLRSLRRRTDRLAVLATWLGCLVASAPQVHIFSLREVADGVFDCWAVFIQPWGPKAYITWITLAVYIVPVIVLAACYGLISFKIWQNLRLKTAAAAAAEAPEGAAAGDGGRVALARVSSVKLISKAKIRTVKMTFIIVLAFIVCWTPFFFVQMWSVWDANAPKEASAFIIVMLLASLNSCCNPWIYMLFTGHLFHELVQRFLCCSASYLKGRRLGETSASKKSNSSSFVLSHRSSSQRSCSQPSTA
V1R ag counter – agonists of human V1a receptor, primary screen, counter-screen for OXTR agonist project, fluorescence, CHO-V1R cells | Vasopressin V1a receptor (Homo sapiens), P37288 | Fluo-8 calcium fluorescence, agonist mode; 0% DMSO, 100% 3 nM vasopressin | activation, % at 3 µM | hit rate 0.25% among 320,000 | AID 2797, 2010;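 active = activation above the mean activation of all tested compounds plus 3 SD, per screening run, cut at about 20% in these data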;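 also: signal is peak over basal fluorescence ratio across a 100 second FLIPR read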
Target sequence (P37288 whole entry, looked up): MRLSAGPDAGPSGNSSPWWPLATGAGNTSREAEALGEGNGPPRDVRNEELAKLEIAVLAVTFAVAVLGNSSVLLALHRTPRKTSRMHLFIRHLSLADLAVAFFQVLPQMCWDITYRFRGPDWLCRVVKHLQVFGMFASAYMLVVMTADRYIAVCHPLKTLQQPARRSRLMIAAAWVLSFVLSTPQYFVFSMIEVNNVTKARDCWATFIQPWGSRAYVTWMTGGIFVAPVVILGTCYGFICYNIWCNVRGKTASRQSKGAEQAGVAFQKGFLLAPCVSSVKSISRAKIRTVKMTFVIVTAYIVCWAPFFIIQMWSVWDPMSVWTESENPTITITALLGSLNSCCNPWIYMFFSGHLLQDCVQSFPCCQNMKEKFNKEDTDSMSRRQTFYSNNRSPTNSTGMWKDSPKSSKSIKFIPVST
GalR3 antagonist – GalR3 antagonists in HEK293 cells, primary screen, cell-based, fluorescence readout | inhibition, % at 3 µM | HEK293 GalR3-CNG cAMP membrane potential fluorescence; galR3 body fused to GalR1 C-terminus | Galanin receptor type 3 (Homo sapiens), O60755 | hit rate 0.44% among 360,000;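 active = inhibition above the screen-wide average plus 3 SD, cut at about 13% in these data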;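 also: forskolin and galanin both at EC90 stimulate the cells; cAMP rise reported by CNG channel membrane potential dye signal; 0% = forskolin plus galanin with DMSO and 100% = forskolin alone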
Target sequence (O60755 1-299 limits assumed): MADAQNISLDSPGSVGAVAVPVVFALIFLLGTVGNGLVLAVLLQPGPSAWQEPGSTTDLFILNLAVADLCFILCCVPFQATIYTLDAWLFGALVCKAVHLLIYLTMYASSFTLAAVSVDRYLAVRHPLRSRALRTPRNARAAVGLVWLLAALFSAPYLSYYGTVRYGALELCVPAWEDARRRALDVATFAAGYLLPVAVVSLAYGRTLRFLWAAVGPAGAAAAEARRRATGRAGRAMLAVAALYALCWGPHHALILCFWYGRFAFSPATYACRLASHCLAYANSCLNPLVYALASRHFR
* marks the source's active call; other numbers are inactive results; & = joins results of further samples. Some of the compounds tested; the hit share may differ from the screen's.

Results follow in this order: V1R ag counter, OXTR agonist, GalR3 antagonist
CNC[C@H]1Oc2c(NS(=O)(=O)c3ccc(F)cc3)cccc2C(=O)N([C@H](C)CO)C[C@@H]1C
→ 0.9, 0.7, -5
CC(=O)c1cccc(NC(=O)CNC(=O)c2sc3ccccc3c2Cl)c1
→ 1.0, 0.3, -2
CCN(CC(=O)NCc1ccc(F)cc1)C(=O)C(C)Oc1cccc(Cl)c1 (centres undefined)
→ -0.2, -1.6, -6
Nc1cc(N)nc(SCC(=O)NC(=O)NC2CCCC2)n1
→ 1.1, 0.8, -1
O=C(CSC1=NS(=O)(=O)c2ccccc2N1)Nc1nccs1
→ 0.4, 0.2, -2
CCOC(=O)c1ccccc1NC(=O)COC(=O)CCC(=O)c1ccc(C)cc1
→ -1.0, -1.5, -5
O=C(NC1CCS(=O)(=O)C1)C1CCCC1 (centres undefined)
→ 0.4, 1.2, -3
CCN(C(=O)/C=C/c1ccc(OC)cc1)C1CCS(=O)(=O)C1 (centres undefined)
→ -0.6, 0.2, -1
CCCCN(C(=O)CSc1nnc(-c2ccccc2)o1)c1c(N)n(CCC)c(=O)[nH]c1=O
→ 0.1, 0.8, -4
CC(NC(=O)c1ccccc1SCC(=O)N1CCCC1)c1ccccc1 (centres undefined)
→ -0.7, 0.5, -6
CCOc1ccc(CCNC(=O)c2ccccc2OCc2c(C)noc2C)cc1OCC
→ -0.6, -0.8, -4
Cc1cc(NC(=O)CN(C)CC(=O)Nc2ccc(F)c(F)c2F)no1
→ -0.2, 0.6, -6
O=C(Nc1cccc2cccnc12)c1ccccc1Cl
→ -1.3, -2.7, -7
CN1CCN(C(=O)c2cc3ccccc3cc2O)CC1
→ 0.6, 0.7, -4
CCOc1ccc(C(=O)COC(=O)C2CCN(c3ccc(C(F)(F)F)cn3)CC2)cc1
→ 1.8, 1.0, -4
O=C(Cc1n[nH]c(=O)c2ccccc12)OCC(=O)c1ccc(F)cc1
→ 1.6, 0.1, -4
Cc1nn(-c2ccccc2)c(C)c1NC(=O)COC(=O)/C=C/c1ccccc1
→ 2.4, -0.1, -4
CC1Cc2ccccc2N1S(=O)(=O)c1cccc(C(=O)NCc2ccccn2)c1 (centres undefined)
→ 4.2, 1.2, -5
COc1ccc(S(=O)(=O)N(C)C[C@H]2Oc3c(NC(=O)Cc4ccccc4)cccc3C(=O)N([C@H](C)CO)C[C@@H]2C)cc1
→ -0.2, 0.7, -1
C/C=C/c1ccc(OCC(=O)Nc2cc(S(=O)(=O)N3CCOCC3)ccc2N2CCCC2)c(OC)c1
→ -1.3, -1.7, -3
Cc1ccccc1NC(=O)Cc1nc(COC(=O)c2ccccn2)cs1
→ 0.7, -0.3, 4
CN(Cc1c(F)cccc1Cl)C(=O)c1ccc(NC(=O)CC2SC(N3CCCCC3)=NC2=O)cc1 (centres undefined)
→ -0.4, -0.7, -3
Cc1ccc(S(=O)(=O)N2CCN(C(=O)CCc3c[nH]c4ccccc34)CC2)c(C)c1
→ -0.1, 2.8, -2
O=C(CNC(=O)c1ccc(Br)cc1)NC1CC1
→ 0.8, 0.3, -1
O=C(CSc1nnc(N2CCCC2)n1-c1ccccc1Cl)N1CCN(c2ccccn2)CC1
→ 0.1, -1.3, -4
COc1cc2sc3cc(NCc4ccc(C)o4)ccc3c(=O)c2cc1OC
→ -0.4, -1.8, -4
CCCCn1c(N)c(N(Cc2ccccc2OC)C(=O)CC2OC(=O)c3ccccc32)c(=O)[nH]c1=O (centres undefined)
→ -1.2, -0.4, 1
COc1ccccc1OCCCCCCN1CCN(C)CC1
→ 0.7, -0.2, -4
CCOC(=O)C1CCN(C(=O)COC(=O)C2CCN(S(=O)(=O)c3ccc4c(c3)OCCO4)CC2)CC1
→ 1.5, 1.4, -4
COc1ccc([C@H]2/C=C\CN(C(=O)C3CCCC3)[C@@H](C)C(=O)N2Cc2ccc(F)cc2)cc1
→ 0.7, 0.8, -9
CCN(CC)C(=O)c1[nH]cnc1C(=O)Nc1ccc(C)cc1
→ 0.1, 0.5, -9
COc1ccc(OC)c(CN2CCN(CC(=O)Nc3ccccc3C(=O)NC3CC3)CC2)c1
→ 1.5, 1.2, -3
C=CCSc1nnc(NC(=O)C2CC(=O)N(c3ccc4c(c3)OCCO4)C2)s1 (centres undefined)
→ 2.2, 1.4, -4
CCN(CC(=O)Nc1c(F)cccc1F)C(=O)CNC(=O)c1cccs1
→ 0.3, 0.9, -3
COc1ccccc1NS(=O)(=O)c1ccc(C)c(C(=O)NNC(=O)c2csc(N3CCOCC3)n2)c1
→ 0.5, 0.4, -7
CC(C)Oc1ccc(C(=O)OCC(=O)c2ccc[nH]2)cc1
→ 1.7, 2.9, -2
Cc1ccc(NC(=O)COC(=O)c2ccc3c(=O)n4c(nc3c2)CCC4)c(Br)c1
→ 0.7, -0.4, -2
CCOC(=O)[C@H]1[C@H]2COc3ccccc3[C@@H]2N2C(=O)c3ccc(C)cc3NC(=O)[C@@]12C
→ -1.1, -0.5, -4
Nc1ncnc2c1ncn2[C@@H]1O[C@H](CNCc2ccccc2OCc2ccc(Cl)cc2Cl)[C@@H](O)[C@H]1O
→ -0.6, -0.4, -7
CCOC(=O)C1CCN(S(=O)(=O)c2ccc3c4c(cccc24)C(=O)N3CC)CC1
→ 3.4, 1.6, 2
CCOc1ccc(S(=O)(=O)Nc2ccc(C(=O)N3CCC3)cc2)cc1
→ 0.9, 1.8, -2
CN1CCOCCOc2ccccc2OCCOCC1
→ 0.9, -0.5, -3
O=C(CSc1ccc([N+](=O)[O-])cc1)Nc1ccccc1N1CCOCC1
→ 2.0, 1.1, -1
NC(=O)c1ccccc1NC(=O)COC(=O)CSCc1cccc(Cl)c1
→ 7.0, 7.9, -8
O=C(NCC(=O)N1CCN(S(=O)(=O)c2ccccc2)CC1)c1ccc(Br)o1
→ 0.1, 0.3, -3
Cc1ccc(S(=O)(=O)N2CCOCC2)cc1C(=O)NCCc1ccc(Cl)cc1
→ 0.0, 1.6, -6
CCOC(=O)c1ccc(N2C(=O)C3CCCN3C2=S)cc1 (centres undefined)
→ 7.4, 7.9, -3
COc1ccc(COC(=O)C2CCN(C(=O)c3ccc(Cl)cc3)CC2)cc1F
→ 6.8, 8.7, -4
Cc1ccc(S(=O)(=O)Nc2ccc3cn[nH]c3c2)cc1C
→ 5.5, 5.0, -3
Cc1nnc(SCC(=O)N2CCCC2)n1-c1ccc(F)cc1
→ -1.0, 0.7, -3
COc1ccc(S(=O)(=O)Nc2cc3c4c(c2)CCN4C(=O)CC3)cc1
→ 0.0, 0.5, 0
CCOC(=O)C1=C(COC(=O)c2cc(S(=O)(=O)N(C)C)ccc2C)NC(=O)NC1C (centres undefined)
→ 1.5, 0.6, -6
COc1ccc([C@H]2CC(=O)C=C(c3ccc4ncccc4c3)C2)cc1
→ 2.8, 2.3, 2
Cc1ccc(SCC(=O)OCC(=O)N2CCN(C(=O)c3ccco3)CC2)c(C)c1
→ -1.4, -1.6, -6
Cc1ccc(C(C)C)c(OCC(=O)NNCC(=O)Nc2cccc(F)c2)c1
→ 0.4, -1.2, -4
CSc1nc(N2CCOCC2)nc2ccc(C)cc12
→ -1.8, -2.7, 4
O=C(Nc1cccc(C(=O)NC2CC2)c1)c1ccc(Cl)c(S(=O)(=O)N2CCOCC2)c1
→ 1.3, -0.5, 3
COc1ccccc1NC(=O)COC(=O)CCn1c(C)csc1=O
→ 0.0, 1.5, 1
CN(CC(=O)Nc1cccc(F)c1)C(=O)c1ccc(N2C(=O)c3ccccc3C2=O)cc1
→ 4.7, 11, -4
O=[N+]([O-])c1ccc(COP(=O)(O)OCc2ccc([N+](=O)[O-])cc2)cc1
→ 1.6, 0.5, -2&-9

(further entries)
Results follow in this order: V1R ag counter, OXTR agonist, GalR3 antagonist
O=C(Nc1ccc(S(=O)(=O)Nc2ncccn2)cc1)C1=COCCO1
→ 0.9, 3.1, 0
CN(C(=O)CSc1nncc2ccccc12)c1ccccc1
→ 0.1, 0.3, -3
CC(C)CN(C(=O)COC(=O)c1cnccn1)c1c(N)n(Cc2ccccc2)c(=O)[nH]c1=O
→ -0.1, 0.3, -3
O=C(CCNS(=O)(=O)c1ccccc1)OCC(=O)c1ccc[nH]1
→ -0.2, 0.9, -1
Cc1cc(NC(=O)COc2ccccc2C(N)=O)no1
→ 1.8, 0.7, -3
O=C(N[C@@H](Cc1ccccc1)C(=O)OCc1ccccc1)c1nc[nH]c1C(=O)N1CCNCC1
→ 1.1, 0.6, -8
COCCN(C(=O)CSc1nnc(-c2ccc(C(C)(C)C)cc2)n1N)c1c(N)n(CC(C)C)c(=O)[nH]c1=O
→ 1.2, 0.9, -3
C[C@H]1CN([C@@H](C)CO)C(=O)Cc2cc(NC(=O)CCC(F)(F)F)ccc2O[C@H]1CN(C)CC1CC1
→ 1.0, 2.4, -5
O=C(COC(=O)c1cccc(OC(F)F)c1)NC(=O)NC1CCCCC1
→ 0.6, -0.3, -5
Cc1ccc(S(=O)(=O)N2CCN(C(=O)CSc3ncn[nH]3)CC2)c(C)c1
→ -0.9, -0.6, -3
Cc1ccc(S(=O)(=O)CCC(=O)Nc2nnc(-c3ccccc3S(C)(=O)=O)o2)cc1
→ 0.5, -0.1, 0
O=C(Nc1ccc(F)cc1)C1CCCN(C2=NS(=O)(=O)c3ccccc32)C1 (centres undefined)
→ 1.1, 0.8, -4
CC1(c2ccccc2)NC(=O)N(CC(=O)Nc2ccc(N3CCOCC3)cc2)C1=O (centres undefined)
→ 0.3, 0.5, -3
C[C@H](CO)N1C[C@H](C)[C@@H](CN(C)C(=O)Nc2ccc(C(F)(F)F)cc2)Oc2ccc(NC(=O)NC3CCCCC3)cc2C1=O
→ 2.2, 3.5, -2
Cc1cccc(C(=O)NCC(=O)OCc2nc(N)nc(Nc3ccccc3C)n2)c1
→ -1.6, -2.6, -4
CC(C)CC1NC(=O)N(CC(=O)Nc2ccc3c(c2)OCCO3)C1=O (centres undefined)
→ 0.9, 0.5, 3
COc1ccccc1C(C)Nc1ccc(S(=O)(=O)N2CCN(C)CC2)cc1[N+](=O)[O-] (centres undefined)
→ -0.1, -0.7, -7
CN(C)S(=O)(=O)c1cccc(NC(=O)c2ccc(-n3cncn3)c([N+](=O)[O-])c2)c1
→ -0.3, -0.7, 3
O=C(CSc1nnc2ccc(-c3cccnc3)nn12)Nc1ccc(F)cc1
→ 0.1, 0.4, -2
O=C(O)c1ccc(C=NNC(=O)c2ccccc2NS(=O)(=O)c2cccs2)cc1
→ 0.7, 0.9, -8

Reformatted with tabs: 4 of the compounds above
molecule	V1R ag counter	OXTR agonist	GalR3 antagonist
CCN(CC(=O)NCc1ccc(F)cc1)C(=O)C(C)Oc1cccc(Cl)c1 (centres undefined)	-0.2	-1.6	-6
Nc1cc(N)nc(SCC(=O)NC(=O)NC2CCCC2)n1	1.1	0.8	-1
O=C(CSC1=NS(=O)(=O)c2ccccc2N1)Nc1nccs1	0.4	0.2	-2
CCOC(=O)c1ccccc1NC(=O)COC(=O)CCC(=O)c1ccc(C)cc1	-1.0	-1.5	-5

3 of the compounds above, with each value named.
CN(C(=O)CSc1nncc2ccccc12)c1ccccc1
- V1R ag counter: 0.1
- OXTR agonist: 0.3
- GalR3 antagonist: -3

CC(C)CN(C(=O)COC(=O)c1cnccn1)c1c(N)n(Cc2ccccc2)c(=O)[nH]c1=O
- V1R ag counter: -0.1
- OXTR agonist: 0.3
- GalR3 antagonist: -3

O=C(CCNS(=O)(=O)c1ccccc1)OCC(=O)c1ccc[nH]1
- V1R ag counter: -0.2
- OXTR agonist: 0.9
- GalR3 antagonist: -1

Continued.
Results follow in this order: V1R ag counter, OXTR agonist, GalR3 antagonist
CSC(C(=O)c1cc2ccccc2o1)c1ccccc1 (centres undefined)
→ -0.2, -1.9, -6
COc1ccc(S(=O)(=O)N2CCN(C(=O)c3cc(C)oc3C)CC2)cc1OC
→ 2.6, 1.0, -5
O=C(COc1ccc(F)cc1Br)NCCCN1CCCC1=O
→ -0.2, 1.4, -5
CC(=O)N1CCN(C(=O)c2ccc(NS(=O)(=O)c3ccc4[nH]c(=O)[nH]c4c3)cc2)CC1
→ 0.0, 0.3, -3
O=C(c1cccc(Br)c1)N1CCN(c2ccc(N3CCOCC3)nn2)CC1
→ 2.1, 0.3, -4
C=C1CCN([C@@H](CC(C)C)C(=O)O)S(=O)(=O)c2ccccc21
→ -0.1, -0.9, -4
CC1CC(C)CN(C(=O)c2ccc3ncsc3c2)C1 (centres undefined)
→ -0.1, -0.3, -4
C[C@H](CO)N1C[C@H](C)[C@@H](CN(C)C(=O)Nc2ccc3c(c2)OCO3)Oc2ccc(NC(=O)NC3CCCCC3)cc2C1=O
→ -0.4, -0.5, -4
O=C(NCCCc1ccccc1)C1CC1
→ -0.8, 0.3, 1
O=C(COC(=O)CC1CC2CCC1C2)Nc1ccccc1Cl (centres undefined)
→ -0.9, -2.2, 2
O=C(NN=Cc1ccc(F)cc1)c1ccccc1NS(=O)(=O)c1cccs1
→ 8.9, 12, -5
C[C@H]1[C@H](c2ccccc2)C[C@@H](C(=O)O)C1(C)C
→ 1.1, -0.5, -6
COc1ccc(Cl)cc1C(=O)NNC(=O)COC(=O)c1cccs1
→ 7.6, 0.6, -1
NS(=O)(=O)c1ccc(CCNC(=O)CCc2nc3sc4c(c3c(=O)[nH]2)CCCC4)cc1
→ 0.4, 0.0, -2
Cn1c(CCC(=O)O)nc2cc(S(=O)(=O)N3CCCCC3)ccc21
→ 0.4, -0.1, -4
